POLB inh = inhibitors of human DNA polymerase beta | Potency, µM (top dose mostly 114 µM), without a hit: top-dose activity change, negative = inhibition, usual class: inhibitors | P06746 | AID 485314 | Pol beta primer extension/strand displacement, fluorescence kinetic | 1.3% of 340,000 active; note: potency is the fitted concentration of half-maximal effect; % is set by controls: 0 for no effect and ±100 for the full control effect
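Curves were derived by four-parameter Hill fits of normalized qHTS data. The kinetic fluorescent primer-extension read was taken at 0 and 10 min after 50 nM substrate, following a 15 min room-temperature preincubation of 10 nM enzyme with compounds.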
BLM inh = inhibitors of human Bloom syndrome helicase BLM; P54132; recombinant BLM DNA unwinding, fluorescence dequenching; Potency, µM (series often up to 56.1 µM), without a hit: top-dose activity change, negative = inhibition, most hits filed as inhibitors; 0.2% of 350,000 active; AID 2528;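 note: potency is the fitted concentration of half-maximal effect; plate controls were vehicle for no effect and no enzyme for full effect; nearly all actives have a fitted effect of over 35% in size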
Pol eta inh = blocks human DNA polymerase eta activity | Q9Y253 | recombinant Pol eta, fluorescent DNA replication assay | Potency, µM (doses to about 114 µM), inactives show top-dose activity change, negative = inhibition, usual class: inhibitors | 1.2% of 390,000 active | AID 588591; note: potency is the fitted concentration of half-maximal effect; % is set by controls: 0 for no effect and ±100 for the full control effect
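Fluorescent replication assay: 50 nM final substrate added after a 15 min room-temperature compound preincubation with 10 nM enzyme. Signal taken at 0 min and again at 10 min.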
POLK inh = blocks human DNA polymerase kappa activity | purified Pol kappa, fluorescent DNA synthesis assay, 10 min | Potency, µM (series often up to 107 µM), without a hit: at the highest dose activity, negative = inhibition, usual class: inhibitors | 0.53% of 400,000 active | AID 588579; note: potency is the fitted concentration of half-maximal effect; % is set by controls: 0 for no effect and ±100 for the full control effect
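First, compounds were pin-transferred onto 10 nM Pol kappa. After 15 min at room temperature, substrate was added to 50 nM final. Fluorescence was then measured kinetically at 0 and 10 min.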
APEX1 inh = inhibitors of human APE1 endonuclease. 0.35% of 350,000 active. recombinant APE1, TAMRA/BHQ-2 abasic DNA cleavage fluorescence. Potency, µM (titrated, usually from 65.8 µM), for the others: at the highest dose activity change, negative = inhibition, most hits filed as inhibitors;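 note: potency is the fitted concentration of half-maximal effect; plate controls were vehicle for no effect and reference inhibitor for full effect; nearly all actives have a fitted effect of over 55% in size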
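Enzyme (0.75 nM final) and test compound are incubated 15 min at room temperature before adding 50 nM quenched THF abasic-site duplex. Cleavage dequenches TAMRA, followed at 525/598 nm over three reads one minute apart.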
Pol iota inh = blocks human DNA polymerase iota activity; Q9UNA4; Pol iota fluorescent replication assay, 10 min; Potency, µM (titrated, usually from 115 µM), for the others: top-dose activity, negative = inhibition, usual class: inhibitors; 1% of 390,000 active; note: potency is the fitted concentration of half-maximal effect
Target sequence (Q9UNA4 whole entry, looked up): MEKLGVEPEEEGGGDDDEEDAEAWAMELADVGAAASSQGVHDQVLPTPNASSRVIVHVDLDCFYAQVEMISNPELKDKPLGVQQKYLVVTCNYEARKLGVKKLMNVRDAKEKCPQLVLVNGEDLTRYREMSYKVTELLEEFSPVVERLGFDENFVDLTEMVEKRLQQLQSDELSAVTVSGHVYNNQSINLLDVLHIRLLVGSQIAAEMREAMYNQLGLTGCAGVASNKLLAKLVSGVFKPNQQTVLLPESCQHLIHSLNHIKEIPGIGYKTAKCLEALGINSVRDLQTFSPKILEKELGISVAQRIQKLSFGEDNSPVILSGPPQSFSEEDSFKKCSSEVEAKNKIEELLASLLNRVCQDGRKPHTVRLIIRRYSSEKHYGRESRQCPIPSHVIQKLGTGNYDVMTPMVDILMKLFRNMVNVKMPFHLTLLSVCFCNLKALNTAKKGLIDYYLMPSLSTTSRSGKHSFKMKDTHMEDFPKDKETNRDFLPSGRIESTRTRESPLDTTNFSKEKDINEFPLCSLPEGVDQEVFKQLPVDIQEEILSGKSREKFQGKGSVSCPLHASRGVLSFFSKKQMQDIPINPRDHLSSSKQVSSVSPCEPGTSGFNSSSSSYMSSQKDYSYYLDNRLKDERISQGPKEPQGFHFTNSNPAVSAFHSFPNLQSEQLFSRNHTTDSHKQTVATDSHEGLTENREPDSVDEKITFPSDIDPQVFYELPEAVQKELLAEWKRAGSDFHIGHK
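Fluorescent replication assay read twice, at 0 min and 10 min after adding 50 nM (final) substrate. Enzyme (10 nM) and compounds were first incubated 15 min at room temperature; enzyme-free buffer wells were negative controls.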
LDHA inh = LDHA (human) enzyme inhibition. purified LDHA, NADH/diaphorase-resazurin fluorescence; active compounds read low. activity change, % (values are at about 110 or 230 µM). 0.15% of 480,000 active. AID 1347041. P00338; in the data active = activity change below about -30%; inconclusive = mostly about -25% to -30%;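 note: plate controls were DMSO wells for no effect and wells without enzyme for full effect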
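Enzyme activity of human lactate dehydrogenase 5 (2 nM; 0.06 mM NADH, 0.2 mM pyruvate, 5 min, RT) is measured via a resazurin/diaphorase fluorescence readout of residual NADH.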
Anesthetic bind = binds horse apoferritin like a general anesthetic | apoferritin/1-aminoanthracene competitive binding, fluorescence | P02791 | AID 485281 | Potency, µM (doses to about 77.5 µM), for inactives: at the top dose activity change, negative = displacement, hits mostly inhibitors | 0.074% of 350,000 active; note: potency is the fitted concentration of half-maximal effect; % is set by controls: 0 for no effect and ±100 for the full control effect; nearly all actives have a fitted effect of over 20% in size
Target sequence (P02791 2-175 limits assumed): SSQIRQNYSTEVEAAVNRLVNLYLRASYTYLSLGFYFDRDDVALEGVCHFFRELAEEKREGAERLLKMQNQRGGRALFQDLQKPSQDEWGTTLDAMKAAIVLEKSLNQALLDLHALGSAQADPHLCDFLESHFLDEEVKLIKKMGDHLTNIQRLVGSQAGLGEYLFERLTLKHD
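Steps: apoferritin (10 uM) was premixed with half-saturated 1-AMA in PBS, compounds were pin-transferred, plates stood 10 min at room temperature, fluorescence was read at 380/535 nm, and curves were fitted with a Hill equation.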
GRP78 ERSR act = ER stress response induction in glioma; 0.02% of 420,000 active; AID 602332; U87-MG GRP78 promoter luciferase reporter, 16 h; Potency, µM, without a hit: at the top dose activation, usual class: activators; note: potency is the fitted concentration of half-maximal effect; series mostly up to about 76 µM; % of control where 0% means no effect; nearly all actives have a fitted effect of over 35% in size
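ERSR induction read as luciferase luminescence (Bright-Glo, 10 min at room temperature) in stably transfected human U87-MG glioma cells exposed to compounds for 16 h, using GRP78 as sensor.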
The depositor's hits bear a star; ? = inconclusive; . = not tested or not shown; & = joins results of further samples; ! = a repeat was not active; [ ] = another dose, or the depositor's remark. Unless noted, calls come from the whole dose curve; as a rule, active = well fitted curve in the direction sought with a large enough effect; inconclusive = small, poorly fitted or top-dose-only effect, or another doubt; inactive = no such curve, though single readings can be large; an effect the other way counts as inactive or inconclusive. An excerpt; rates above refer to the full screens.

item | SMILES | POLB inh | BLM inh | Pol eta inh | POLK inh | APEX1 inh
1 | COC(=O)c1sc(N2CCCCC2)c(C#N)c1N | 2% | -2% | -19% | -5% | -3%
2 | O=C(O)CSc1c2c(nc3cc(C(=O)NCCN4CCOCC4)ccc13)CCC2 | -1% | 0% | -7% | -4% | ?
3 | Nc1nc(N(Cc2ccccc2)Cc2ccccc2)nc(C(F)(F)F)n1 | . | . | -16% | -7% | -13%
4 | CN(C)c1ccccc1C(=O)c1ccccc1N(C)C | -7% | -13% | -7% | -13% | -4%
5 | CCN(CC)c1ccc(/C=N/NC(=S)NCc2ccccc2)c(O)c1 | 1% | -9% | -25% | -18% | ?
6 | CCCCCCCCCCCCCC(=O)N[C@@H](C)[C@H](O)c1ccccc1 | . | 1% | . | 1%[19.4 µM] | 0%&-1%
7 | Cc1cc(C)c(NC(=O)CSCc2c(C)noc2C)c(C)c1 | . | . | -24% | 4% | -16%
8 | O=C(COc1ccc(Br)cc1)Nc1ccc2c(c1)C(=O)NC2=O | 1% | 4% | -16% | -7% | 1%
9 | CCOC(=O)CSc1nnc2c(n1)C1(C)CCC2C1(C)C (stereo unspecified) | 47% | 1% | -8% | -4% | 0%
10 | Cc1ccccc1-c1nc(CN2CCC(C(=O)N3CCC(C(N)=O)CC3)CC2)c(C)o1 | 1% | 4% | 0% | -1% | -2%
11 | CC1COc2ccccc2N1C(=O)c1cccnc1Cl (stereo unspecified) | 3% | 0% | -3% | -7% | 3%
12 | CC1=CC(C)(C)Nc2ccc(OC(=O)CN3C(=O)c4ccccc4C3=O)cc21 | 3% | -8% | -25% | -17% | 6%

item | Pol iota inh | LDHA inh | Anesthetic bind | GRP78 ERSR act
1 | -22%[58.9 µM] | -1 | -1% | 0%
2 | -17% | -1 | -2% | -6%
3 | -30% | -8 | . | -3%
4 | 2% | -5 | -12% | 4%
5 | -5% | 3 | 273%[activator] | -1%
6 | . | . | -7% | -4%
7 | -4% | -5 | . | -3%
8 | -1% | -4 | -1% | -2%
9 | 4% | -10 | ? | -5%
10 | -14% | -5 | 3% | 2%
11 | 39%[activator] | -6 | -3% | 0%
12 | -10% | 5 | ? | -14%

Continuation:
item | SMILES | POLB inh | BLM inh | Pol eta inh | POLK inh | APEX1 inh
13 | COc1ccc(CCNC(=O)c2ccc3c(c2)nc(C)n3-c2ccc(Br)cc2)cc1OC | ? | -4% | -15% | -4%[60.1 µM] | .
14 | CCN(c1ccccc1)S(=O)(=O)c1cc(C(=O)NCc2ccccn2)ccc1C | . | . | -8% | 5% | 10%
15 | O=C(Nc1cccc(F)c1)NC1CCCc2ccccc21 (stereo unspecified) | 0% | -5% | -25% | -12% | 6%
16 | FC(F)(F)c1ccccc1NC(=S)NN=C1CCCCCC1 | 2% | -12% | -13% | -7% | -3%
17 | ClCCN1C2=NCCCN2c2ccccc21 | 9% | 2% | -6% | 4% | 6%
18 | C=CCn1cc(Cl)cc(C(=O)Nc2ccccc2)c1=O | -2% | -2% | -15% | -9% | 2%
19 | CCCCn1c(N)c(N(CCOC)C(=O)COC(=O)COc2c(C)cc(C)cc2C)c(=O)[nH]c1=O | . | . | -6% | 1% | 15%
20 | Cc1ccccc1NC(=O)c1ccc(S(=O)(=O)N2CCCC2)cc1 | 93% | -2% | -16% | -14% | 27%
21 | Cc1cccc(OCC(=O)Nc2ccccc2C(F)(F)F)c1 | 1% | -6% | -10% | -16% | 3%
22 | COC(=O)c1cc(S(=O)(=O)NCC(C)c2ccccc2)cn1C (stereo unspecified) | 3% | -3% | -4% | -2% | -11%
23 | CCc1ccc(C(O)(C(C)C)C(CN2CCOCC2)c2ccccc2)cc1 (stereo unspecified) | 28% | -7% | -24% | -14% | -20%
24 | CCCC(=O)Nc1cc(S(=O)(=O)N2CCCCC2)ccc1N1CCOCC1 | . | . | -3% | -7% | 13%

item | Pol iota inh | LDHA inh | Anesthetic bind | GRP78 ERSR act
13 | -17% | 5 | -11% | -1%
14 | 17% | -2 | . | -2%
15 | 91%[activator] | -1 | -14% | -3%
16 | ? | 1 | -18% | -1%
17 | -23% | 0 | -2% | 2%
18 | 51%[activator] | -9 | 8% | 10%
19 | 22% | -2 | . | -1%
20 | 6% | -3 | -12% | -4%
21 | 4% | 1 | -4% | 6%
22 | 25% | -4 | -4% | -3%
23 | -3% | 3 | -9% | 1%
24 | 11% | -5 | . | -3%

(next part)
item | SMILES | POLB inh | BLM inh | Pol eta inh | POLK inh | APEX1 inh
25 | O=CN1CCN(C(=O)COc2ccc(Cl)cc2Br)CC1 | -5% | 1% | -6% | 1% | 13%
26 | COCCN(C(=O)CSc1nnc(-c2ccccc2F)n1N)c1c(N)n(Cc2ccccc2)c(=O)[nH]c1=O | 4% | 3% | -5% | -7% | 0%
27 | Oc1sc(C=Nc2ccccc2)c2ccccc12 | -2% | -10% | -15% | -16% | ?
28 | CN(C)C(CNc1ncnc2sccc12)c1ccccc1 (stereo unspecified) | 42% | 3% | -14% | -16% | -1%
29 | COCC(=O)N1CCC[C@@]2(CCN(C(c3ccccc3)c3ccccc3)C2)C1 | . | 3% | . | -8%[60.1 µM] | 1%
30 | COCC1CCN(C(=O)c2cc(COc3ccccc3SC)on2)C1 (stereo unspecified) | 3% | -11% | -14% | 2% | 22%
31 | O=C(COC(=O)c1ccc2[nH]c3c(c2c1)CCCC3)Nc1ccc(Cl)cc1Cl | 1% | -4% | -23% | -2% | 3%
32 | CN1CCc2nc3sc(C(=O)Nc4ccccc4OC(F)(F)F)c(N)c3cc2C1 | -1% | 0% | -21% | -15%[60.1 µM] | .
33 | COC(=O)Cc1cc(=O)[nH]c(/N=C(\N)Nc2ccccc2)n1 | 1% | -3% | -1% | -11% | -1%
34 | CN(Cc1cccs1)C(=O)Cn1cnc2ccccc2c1=O | 6% | -1% | -11% | -7% | 2%
35 | CN(CC(=O)Nc1ccc(F)cc1F)S(=O)(=O)c1cccc2nsnc12 | 16% | -2% | -7% | -5% | .
36 | CCc1cccc(C)c1NC(=O)COC(=O)Cc1ccsc1 | 18% | -7% | -8% | -17% | 6%

item | Pol iota inh | LDHA inh | Anesthetic bind | GRP78 ERSR act
25 | -14% | -9 | -2% | -1%
26 | -6% | -3 | 0% | -2%
27 | 14% | 2 | -3% | ?
28 | 26% | -11 | -1% | -5%
29 | . | . | . | -3%
30 | 21% | 2 | ? | 5%
31 | 129%[activator] | -5 | 5% | -2%
32 | 26% | 3 | -11% | -4%
33 | -20% | 0 | -1% | -3%
34 | 57%[activator] | 0 | -2% | -7%
35 | 19% | -2 | -3% | -2%
36 | -4% | 0 | -15% | -2%

Other records follow.
item | SMILES | POLB inh | BLM inh | Pol eta inh | POLK inh | APEX1 inh
37 | O=C1CCN(Cc2ccccc2)CCN1CCSc1ccccc1 | -1% | -1% | -5% | ? | 28%
38 | CCCCC(=O)Nc1cccc(-c2nnc(-c3ccccc3)o2)c1 | -4% | -4% | -3% | -2% | -3%
39 | CCN1CCc2nc(NC(=O)c3ccc(S(=O)(=O)N(C)C)cc3)sc2C1 | 4% | -10% | -11% | -5% | -5%
40 | CCC(Sc1ccc2nnc(-c3cccnc3)n2n1)C(=O)O (stereo unspecified) | 0% | -1% | -9% | -13%&-12% | -4%
41 | COc1ccc(NS(=O)(=O)c2ccc3c(c2)OCCO3)cc1OC | 31% | -6% | -24% | 4% | 1%
42 | CC(C)CCNC(=O)COc1ccc2c3c(c(=O)oc2c1)CCC3 | 5% | -3% | -10% | -1% | 1%
43 | CCOc1ccc(NC(=O)CN(C)C(=O)CC2OC(=O)c3ccccc32)cc1OCC (stereo unspecified) | . | . | -24% | -4% | 4%
44 | CC(C)N1CCc2c(sc(NC(=O)CCS(=O)(=O)c3ccccc3)c2C#N)C1 | 4% | -5% | 0% | -6% | 11%
45 | CCc1ccc(OCC(=O)NC(=S)Nc2ccc(S(=O)(=O)NC3CCCCC3)cc2)cc1 | -9% | -2% | -23% | -16% | 1%
46 | CC(=O)Nc1ccc(Br)c2ccccc12 | 2% | 0% | -4% | -14% | 13%
47 | Cc1cc2ncn(/N=C/c3ccc4c(c3)OCO4)c2cc1C | 0% | -8% | -24% | -1% | 2%
48 | CN(C)/C=C(/C(=O)c1ccc(Cl)cc1)n1cncn1 | 17% | 0% | -17% | 2% | -2%
49 | CCOC(=O)c1c(NC(=O)c2c(C(=O)O)cccc2[N+](=O)[O-])sc2c1CCCC2 | ? | -1% | -9% | -11% | 35%
50 | CC(=O)Oc1ccc(-c2cccc(C(=O)O)c2)cc1 | 0% | -3% | -3% | -3% | 4%

item | Pol iota inh | LDHA inh | Anesthetic bind | GRP78 ERSR act
37 | 79µM*! | 3 | -5% | -3%&-1%
38 | ? | -15 | 1% | 5%
39 | 153%[activator] | -5 | -10% | 1%
40 | ? | -10&-6 | -2% | -2%&-4%
41 | 18% | 2 | -3% | -2%
42 | -12% | 1 | -8% | -4%
43 | 0% | -3 | . | -4%
44 | 11% | -9 | 8% | -6%
45 | -2% | 3 | ? | -1%
46 | 23% | -3 | -15% | -5%
47 | 60%[activator] | 2 | -7% | -5%
48 | 9% | 0 | -4% | -3%
49 | 65%[activator] | -2 | -7% | -3%
50 | -35% | 1 | -6% | 1%

Source: PubChem BioAssay
